inhibitors of VEEV: inhibitors of VEEV TC-83 cytopathic effect, confirmation, Vero cells (AID 588727) | Vero cells, VEEV TC-83 cytopathic effect inhibition; higher % means a stronger effect | one-dose inhibition, % at 20 µM; IC50 in µM for titrated hits | 0.13% of 350,000 active; in the data active means a potency from the dose series; inconclusive means inhibition mostly from about 14% at the one dose, without a potency; inactive means the rest, 99 in 100 with inhibition below about 12%; further: strong numbers were not always called active
M. tuberculosis HTS: M. tuberculosis growth inhibition, HTS (AID 449762); M. tuberculosis H37Rv growth inhibition, 7H9 media; higher % means a stronger effect; inhibition, % at 25 µM, or IC50 in µM where a hit was titrated; 0.59% of 330,000 active; in the data active means a potency from the dose series; inconclusive means inhibition above about 70% without an active follow-up result;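 further: bacterial growth assessed after seven days of incubation; strong numbers were not always called active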
PhoP GFP inhibition: PhoP regulon inhibitors, Salmonella typhi PhoP promoter GFP reporter, confirmatory (AID 1850). 0.33% of 310,000 active. Salmonella Typhi PhoP-promoter GFP reporter, fluorescence, 4 h; higher % means a stronger effect. inhibition, % at 50 µM; hits with a dose series show IC50 in µM; in the data active means a potency from the dose series; inconclusive means inhibition mostly from about 25% at the one dose, without a potency; inactive means the rest, 99 in 100 with inhibition below about 19%;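 further: 0% = induced wells with vehicle and 100% = uninduced wells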
H1N1 NS1A inhibition: H1N1 influenza NS1A inhibitors, functional cell based assay (AID 504329) | inhibition, % at 12.5 µM; hits with a dose series show IC50 in µM | NS1A functional cell-based assay, percent inhibition; higher % means a stronger effect | 0.3% of 340,000 active; in the data active means a potency from the dose series; inconclusive means inhibition above about 27% without an active follow-up result; further: strong numbers were not always called active
tuberculosis growth: growth inhibition of non-replicating M. tuberculosis (AID 488890) | Mycobacterium tuberculosis non-replicating, growth inhibition; higher % means a stronger effect | one-dose inhibition, % at 25 µM; IC50 in µM for titrated hits | 0.39% of 320,000 active; in the data active means a potency from the dose series; inconclusive means inhibition mostly from about 82% at the one dose, without a potency; inactive means the rest, 99 in 100 with inhibition below about 76%;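 further: plate controls were DMSO cells for no effect and high antibiotic wells for full effect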
inhibitors of VEEV 10K pilot screen: also measured in inhibitors of VEEV; calls as there; inhibition, %; measured here: 10K pilot screen inhibition
The depositor's hits bear a star; i = inactive; ? = inconclusive; . = no result given.

SMILES	inhibitors of VEEV	M. tuberculosis HTS	PhoP GFP inhibition	H1N1 NS1A inhibition	tuberculosis growth	others
O=[N+]([O-])c1cc(C(F)(F)F)cc([N+](=O)[O-])c1NCCNC(=S)Nc1ccc(Cl)c(Cl)c1	2.2%	?	1%	-14%	32%
COc1ccc2cc(C)c3nnc(SCC(=O)Nc4nc(-c5ccc(F)cc5)cs4)n3c2c1	12%	9%	-6%	-9%	0%
Cc1nc2ccc(N=NC3=C(O)CC(C)(C)CC3=O)cc2s1	2.5%	1%	-9%	-7%	29%
CCOC(=O)c1c2ccccc2[n+]([O-])n1CCO	i	6%	-15%	2%	1%
COc1ccc(S(N)(=O)=O)cc1C(=O)NNC(=O)c1cccc(S(=O)(=O)N2CCOCC2)c1	1.0%	.	.	-9%	.
CCCCCCn1c(CN2CCCCC2)nc2c1c(=O)n(C)c(=O)n2C	i	0%	8%	-3%	25%
CC1(C)Cc2c(cnn2-c2ccccc2)C(NC(=O)C2(C(N)=O)CC2)C1 (stereo not given)	i	-12%	-4%	-11%	5%
COc1ccc2c(c1OC)C(=O)OC2CC(=O)c1ccc(O)cc1 (stereo not given)	1.1%	-3%	2%	-27%	2%
O=C(CNc1cccc([N+](=O)[O-])c1)N/N=C/c1ccc(F)cc1	1.1%	2%	14%	-5%	-9%
CC1=CC(=O)[C@@H](O)[C@@H](c2ccccc2Br)N1C	i	.	.	-27%	.
CCn1c(SCC(=O)N/N=C(/C)c2ccncc2)nc2ccccc21	0.1%	4%	-6%	-16%	-3%
COc1ccccc1N=C(C)C1=C(O)COC1=O	0.5%	-2%	-2%	8%	6%
O=C(N=C1SC2CS(=O)(=O)CC2N1c1ccc(F)cc1)C1CC1 (stereo not given)	i	2%	6%	-6%	7%
O=C(CCNC(=O)c1ccccc1Cl)NN=Cc1ccccc1[N+](=O)[O-]	i	-7%	.	-1%	-1%
CNc1nc(CC(C)=O)ns1	1.2%	-5%	-9%	-6%	-4%
CCOC(=O)N1CCN(Cc2nc3c(c(=O)n(C)c(=O)n3C)n2Cc2ccccc2)CC1	0.4%	9%	-2%	3%	1%
CCOC(=O)Cn1cnc2c(nnn2-c2ccc(F)cc2)c1=O	0.7%	1%	3%	-9%	-5%
CS(=O)(=O)c1ccc2nc(NC(=O)CCN3C(=O)c4ccccc4C3=O)sc2c1	0.2%	-4%	2%	-5%	-9%
NC(=O)Nc1ccc(C(=O)OCC(=O)Nc2sccc2C(N)=O)cc1	11%	.	.	4%	.
O=C1C=C(c2ccc(Br)c3ccccc23)C[C@@H](c2ccc3c(c2)OCO3)C1	i	9%	.	3%	8%	inhibitors of VEEV 10K pilot screen=1.2

A draw from above in order of count of non-hydrogen atoms, descending.
SMILES	inhibitors of VEEV	M. tuberculosis HTS	PhoP GFP inhibition	H1N1 NS1A inhibition	tuberculosis growth	others
COc1ccc2cc(C)c3nnc(SCC(=O)Nc4nc(-c5ccc(F)cc5)cs4)n3c2c1	12%	9%	-6%	-9%	0%
CCOC(=O)N1CCN(Cc2nc3c(c(=O)n(C)c(=O)n3C)n2Cc2ccccc2)CC1	0.4%	9%	-2%	3%	1%
CC1(C)Cc2c(cnn2-c2ccccc2)C(NC(=O)C2(C(N)=O)CC2)C1 (stereo not given)	i	-12%	-4%	-11%	5%
CCn1c(SCC(=O)N/N=C(/C)c2ccncc2)nc2ccccc21	0.1%	4%	-6%	-16%	-3%
CCOC(=O)Cn1cnc2c(nnn2-c2ccc(F)cc2)c1=O	0.7%	1%	3%	-9%	-5%
CNc1nc(CC(C)=O)ns1	1.2%	-5%	-9%	-6%	-4%

(more compounds)
SMILES	inhibitors of VEEV	M. tuberculosis HTS	PhoP GFP inhibition	H1N1 NS1A inhibition	tuberculosis growth	others
O=C(c1ccc(NS(=O)(=O)c2ccc(F)cc2)cc1)N1CCCCC1	1.4%	5%	-4%	2%	8%
CN(Cc1ccccn1)C(=O)c1ccc2nc(Cc3cccc(Cl)c3)oc2c1	7.9%	12%	1%	-4%	60%
O=C(CN(C(=O)c1csnn1)c1ccc(Cl)cc1)NCc1ccc2c(c1)OCO2	i	0%	-12%	10%	-7%
COc1cc(N2CCOCC2)ccc1/C=C1\C(=O)NC(=O)N(Cc2ccc3c(c2)OCO3)C1=O	0.3%	-1%	4%	-3%	-4%
OCCC1CN(CC2CC2)CCN1Cc1ccc(F)c(F)c1 (stereo not given)	i	7%	0%	-6%	5%
COc1ccc(-n2ncc3c2CC(C)(C)CC3NC(=O)C2CCN(C(C)=O)CC2)cc1 (stereo not given)	11%	-3%	-32%	1%	-11%
Cc1ccccc1NC(=O)C(=O)NCc1ccccn1	i	-7%	-10%	-10%	45%
O=C(c1ccc2[nH]c(=O)c(=O)[nH]c2c1)N1CCc2ccccc2C1	1.4%	6%	-31%	-4%	2%
COc1ccc(C2Nc3ccccc3C(=O)N2Cc2ccccc2)cc1OC (stereo not given)	1.5%	4%	-13%	.	-6%
Nc1c(C(=O)NCCN2CCOCC2)c2nc3ccccc3nc2n1-c1cccc(F)c1	8.3%	8%	-7%	-13%	17%
Cc1ccc(C(=O)CSc2nnnn2-c2ccccc2)o1	0.4%	2%	-10%	3%	54%
Nn1c(SCC(=O)Nc2ccc3c(c2)OCO3)nnc1-c1ccccc1	1.1%	5%	2%	2%	27%	inhibitors of VEEV 10K pilot screen=1.4
CCOc1ccc(NC(=O)CN(C)C(=O)c2cc(S(=O)(=O)N3CCCCCC3)ccc2OC)cc1OCC	7.4%	1%	5%	-8%	8%
C[C@]12CS(=O)(=O)C[C@H]1SC(=S)N2c1ccccc1	0.7%	0%	4%	0%	-14%
Cc1nc(SCC(=O)NCC2CCCO2)c2c(C)c(C)sc2n1 (stereo not given)	i	-15%	.	-6%	3%
CN(CC(=O)Nc1ccc(Cl)cc1)C(=O)c1ccc(S(=O)(=O)Nc2ccccc2)cc1	0.1%	61%	-5%	7%	11%
Cc1nc2c(C(=O)NCc3ccc4c(c3)OCO4)cnn2c(C)c1Cc1ccc(F)cc1Cl	6.2%	-6%	3%	4%	-4%
CCOC(=O)CC(NC(=O)Cn1nnc(-c2ccccc2C)n1)c1ccc(OC)cc1 (stereo not given)	.	-3%	-3%	.	19%
O=C(Cc1cccc2ccccc12)NNC(=O)Nc1ccc(Cl)cc1	2.2%	4%	3%	.	-2%
CC(C)(Oc1ccc(Cl)cc1)C(=O)Nc1ccc2oc(-c3ccncc3)nc2c1	1.9%	-3%	7%	5%	-14%
Cc1onc(NC(=O)c2ccc(Cl)cc2Cl)c1Br	0.5%	-1%	-2%	4%	22%
CCOC(=O)c1c(-c2ccccc2)oc2cc(Br)c(O)c(C=O)c12	2.5%	-5%	-5%	-6%	?
CCCN1C(=O)C(O)(CC(=O)c2cccc(OC)c2)c2ccccc21 (stereo not given)	4.4%	16%	-5%	12%	41%
O=C(c1ccccc1)c1ccc(-n2cnnc2)c([N+](=O)[O-])c1	i	7%	-4%	-12%	5%
COc1ccc(NC(=O)CN(C)CC(=O)N2CC(=O)Nc3ccccc32)cc1	2.3%	-2%	.	-15%	2%
O=C(O)c1cccc(-n2c(-c3cnccn3)n[nH]c2=S)c1	0.2%	2%	6%	0%	-5%
O=C(CNS(=O)(=O)c1cccc2nsnc12)NCCc1ccccc1	1.5%	-3%	0%	0%	12%
CC(=O)NC(CCS(C)(=O)=O)C(=O)Nc1ccccc1C (stereo not given)	0.5%	2%	-4%	3%	7%
Cc1ccc(-c2nc(-c3ccncc3)no2)cc1	0.7%	-14%	6%	0%	16%
N#Cc1ccccc1COc1ccc(/C=C/C(=O)O)cc1	0.3%	-4%	-8%	-11%	34%
COc1ccc(/C(O)=C/C(=O)C(=O)NNC(=O)c2ccccc2)cc1	0.5%	1%	12%	-7%	.
CN(CCOC(=O)c1ccc2c(c1)OCO2)C(C)(C)C	0.4%	0%	-5%	-8%	-1%
Cc1cc(Cl)cc(C)c1OCC(=O)N1CCN(c2ncccn2)CC1	1.2%	13%	.	-16%	37%
COc1cc(N=C2C(=O)N3c4c(cccc42)C(C)=CC3(C)C)cc(OC)c1	0.2%	0%	-14%	13%	56%
Cc1ccc(C(=O)Nc2nc3ccccc3c(=O)s2)cc1	2.1%	46%	17%	-6%	17%
CCOC(=O)c1ccc(CNCc2ccccc2)cc1	0.9%	-1%	-3%	9%	36%
O=C(O)c1ccc(S(=O)(=O)c2ccc([N+](=O)[O-])cc2[N+](=O)[O-])cc1	i	3%	-10%	4%	52%
COc1cc(OC)cc(-c2nnc(SCc3c(F)cccc3Cl)o2)c1	6.0%	-4%	-2%	-7%	2%
Cc1ccc(C23CC4CC(CC(C(=O)NC(C)C(N)=O)(C4)C2)C3)cc1 (stereo not given)	i	-3%	2%	6%	6%
O=C(CCN1C(=O)/C(=C/c2ccco2)SC1=S)Nc1ccc(O)cc1C(=O)O	0.6%	9%	-6%	-16%	9%

Compounds shown so far containing a thiophene ring, fused or not:
SMILES	inhibitors of VEEV	M. tuberculosis HTS	PhoP GFP inhibition	H1N1 NS1A inhibition	tuberculosis growth	others
NC(=O)Nc1ccc(C(=O)OCC(=O)Nc2sccc2C(N)=O)cc1	11%	.	.	4%	.
Cc1nc(SCC(=O)NCC2CCCO2)c2c(C)c(C)sc2n1 (stereo not given)	i	-15%	.	-6%	3%

Continued:
SMILES	inhibitors of VEEV	M. tuberculosis HTS	PhoP GFP inhibition	H1N1 NS1A inhibition	tuberculosis growth	others
C=CCn1c(SC(C)C(=O)c2c(N)n(C)c(=O)n(C)c2=O)nnc1-c1ccoc1C (stereo not given)	0.3%	1%	.	0%	0%
O=C(NCCCn1ccnc1)C1CCN(S(=O)(=O)c2cc([N+](=O)[O-])ccc2Cl)CC1	1.7%	5%	.	7%	64%
CS(=O)(=O)N(CC(=O)NCC1CCCO1)c1ccc(F)c(Cl)c1 (stereo not given)	1.9%	-6%	-18%	-21%	-9%
O=C(CSc1nnc(-c2cccs2)n1-c1ccccc1)N1CCCC1	i	-11%	1%	-3%	17%
CC(C)CC(=O)Nc1cccc(-c2nc3ncccc3o2)c1	1.5%	-7%	2%	-2%	-31%
Cc1ccc(O)c(C(=O)c2cnc3c(c2)c(=O)n(C)c(=O)n3C)c1	0.2%	58%	-4%	.	.
Cc1cccc(-n2nnnc2SC(C)C(=O)NCCC2=CCCCC2)c1 (stereo not given)	i	-8%	1%	4%	4%
CCNC(=O)COC(=O)c1sccc1C	0.1%	-3%	-4%	13%	-18%
CCOC(=O)C1=C(C)NC(=O)NC1c1ccc(OCC(N)=O)cc1 (stereo not given)	i	-1%	-6%	-16%	-6%
CN(Cc1ccccc1)C(=O)CN1C(=O)NC2(CCCCCCC2)C1=O	1.7%	7%	.	-1%	9%
CCCc1nc2nc(C)c(NS(=O)(=O)c3ccc(Cl)cc3)c(=O)n2[nH]1	2.9%	-5%	-3%	16%	-3%
O=C1N=C(N2CCOCC2)S/C1=C1\C(=O)N(Cc2ccccc2)c2ccccc21	0.2%	10%	22%	7%	-14%

Screens: PubChem BioAssay, Southern Research Specialized Biocontainment Screening Center

Hits appear at their usual frequency. Share with any hit: about 1.5%.
